Source: PubChem BioAssay
CHRM1 PAM = human CHRM1 positive allosteric modulation; CHO-K1 hM1, Fluo-8 calcium fluorescence, ACh EC20; 0% = ACh EC20, 100% = maximal ACh; activation, % at 3 µM; 0.088% of 360,000 active; in the data active means activation above about 19%, passing the limit was not always enough
Target sequence (P11229 whole entry, looked up): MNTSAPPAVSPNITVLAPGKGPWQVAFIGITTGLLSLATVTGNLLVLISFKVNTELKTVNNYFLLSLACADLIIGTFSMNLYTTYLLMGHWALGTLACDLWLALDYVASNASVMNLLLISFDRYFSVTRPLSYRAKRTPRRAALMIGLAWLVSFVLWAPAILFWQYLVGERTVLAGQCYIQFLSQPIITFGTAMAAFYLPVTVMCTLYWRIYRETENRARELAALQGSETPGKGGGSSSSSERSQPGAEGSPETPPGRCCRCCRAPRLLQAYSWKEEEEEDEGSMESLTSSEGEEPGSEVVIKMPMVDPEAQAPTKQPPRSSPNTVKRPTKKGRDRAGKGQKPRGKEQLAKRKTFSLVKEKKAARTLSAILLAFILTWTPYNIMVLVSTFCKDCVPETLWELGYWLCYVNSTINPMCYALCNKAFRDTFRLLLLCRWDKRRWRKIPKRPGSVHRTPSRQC
M1 PAM parental = counter-screen for M1 PAMs: effect in parental CHO-K1 cells; ATP EC20, Fluo-8 calcium fluorescence; 0% at ATP EC20, 100% at ATP max; activation, % at 3 µM; AID 602247; 0.02% of 360,000 active;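 active means activation above the run cutoff, the mean activation of all test compounds plus 3 SD, cut at about 40% in these data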;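 further: peak over basal fluorescence ratio in a 140 s read after ATP addition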
CHRM1 agonist = activates human CHRM1 receptor; P11229; CHO-K1 hM1, Fluo-8 calcium fluorescence, agonist mode; 0% DMSO, 100% acetylcholine EC100; activation, % at 3 µM; 0.33% of 360,000 active; AID 588814;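 active means activation above the run's mean compound activation plus 3 SD, cut at about 16% in these data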;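 further: peak over basal fluorescence ratio within a 140 s kinetic read after compound addition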
CHO-K1 Ca antag = nonselective inhibitor or artifact in parental CHO-K1 cells; ATP-induced calcium, Fluo-8 fluorescence; inhibition, % at 3 µM; 0.6% of 360,000 active; AID 602250;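 active means inhibition above a per-plate cutoff, the plate's mean sample inhibition plus 3 SD, cut at about 24% in these data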;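 further: 0% = DMSO plus EC80 ATP and 100% = DMSO alone without ATP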
CHO-K1 Ca ag = M1 agonist counterscreen hit in parental CHO-K1 cells | Fluo-8 calcium fluorescence; scaled to maximal ATP response, vehicle zero | 0.48% of 360,000 active | activation, % at 3 µM | AID 602248; in the data active means activation above about 15%;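 further: untransfected CHO-K1 host cells lacking M1 receptor as counterscreen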
TAAR1 antag = human TAAR1 antagonism. CHO RD-HGA16 TAAR1, Fluo-8 calcium fluorescence, antagonist. 1.5% of 360,000 active. inhibition, % at 3 µM. AID 624466. Q96RJ0;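 active means inhibition above a per-plate cutoff, the mean inhibition of test compounds on that plate plus 3 SD, cut at about 49% in these data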;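 further: 0% = DMSO plus EC80 beta-PEA response and 100% = DMSO alone without agonist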
Target sequence (Q96RJ0 whole entry, looked up): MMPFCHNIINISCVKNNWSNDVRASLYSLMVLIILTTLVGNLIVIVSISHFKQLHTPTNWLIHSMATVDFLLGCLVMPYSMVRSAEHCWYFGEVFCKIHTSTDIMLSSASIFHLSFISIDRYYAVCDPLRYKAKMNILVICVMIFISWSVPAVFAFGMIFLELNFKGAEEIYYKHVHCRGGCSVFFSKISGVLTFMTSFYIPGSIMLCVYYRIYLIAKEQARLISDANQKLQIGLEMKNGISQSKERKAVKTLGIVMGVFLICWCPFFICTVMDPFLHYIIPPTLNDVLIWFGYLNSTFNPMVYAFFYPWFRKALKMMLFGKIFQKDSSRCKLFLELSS
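System: RD-HGA16 CHO cells with stable hTAAR1 and Gα16 | Probe or stimulus: EC80 β-phenethylamine stimulus | Dosing: 3 µM, single point | Times: Dye loading 75 min at 37 °C, then 30 min room temperature | Measured by: Fluo-8 calcium-sensitive fluorescence | Read-out basis: % inhibition of agonist calcium response | Replicates: n of 1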
CHRM1 antagonist = antagonists of human M1 muscarinic receptor; CHO-K1 hM1, Fluo-8 calcium fluorescence, ACh EC80 antagonist; inhibition, % at 3 µM; 1.3% of 360,000 active; AID 588852;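 active means percent inhibition above its own plate's cutoff, namely the mean of that plate's compound wells plus 3 SD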;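 further: peak over basal fluorescence ratio during 140 s after agonist addition; 0% = ACh EC80 plus DMSO and 100% = DMSO alone without agonist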
TAAR1 ag = agonists of human TAAR1; 0.99% of 360,000 active; activation, % at 3 µM; AID 624467; CHO RD-HGA16 TAAR1, Fluo-8 calcium fluorescence; vehicle wells 0%, saturating PEA agonist 100%;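 active means activation above the mean activation of all test compounds in the run plus 3 SD, cut at about 38% in these data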
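Assay system: CHO-derived RD-HGA16 cells with stable Gα16 and human TAAR1; timing: 17-24 h seeding, 75 min 37 °C dye, 30 min RT; read-out: % activation from peak over basal fluorescence ratio, DMSO-to-PEA scaled; measured by: kinetic Fluo-8 calcium fluorescence; benchmarks: low control DMSO, high control PEA (EC100); doses: 3 µM single concentration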
CHO parental Ca = counter-screen for OX1R antagonists: effect in parental CHO cells. inhibition, % at 5.6 µM. AID 463079. parental CHO-K1, ATP-induced calcium, Fluo-8 fluorescence. 0.63% of 330,000 active;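 active means inhibition above that plate's mean sample inhibition plus 3 SD, cut at about 26% in these data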;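 further: 0% = ATP-challenged DMSO wells and 100% = DMSO wells without ATP; some compounds past the cut are filed as inactive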
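Material: parental CHO cells / Compound: single nominal dose of 5.6 µM per compound / Signal: Fluo-8 fluorescence / Replicates: singlicate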
* marks the source's active call; other numbers are inactive results; / = not tested or not shown. Not a hit list; about 4.4% have a hit in one of these screens.

SMILES | CHRM1 PAM | M1 PAM parental | CHRM1 agonist | CHO-K1 Ca antag | CHO-K1 Ca ag | TAAR1 antag | CHRM1 antagonist | TAAR1 ag | CHO parental Ca
CNC[C@@H]1Oc2cc(Br)ccc2S(=O)(=O)N([C@H](C)CO)C[C@@H]1C | 7 | 10 | -11 | 1 | 0.9 | -13 | -1 | 0 | /
Cc1ccc(C(=O)NCc2nnc3c(C(F)(F)F)cc(Cl)cn23)o1 | 17 | 9 | -1 | 7 | -0.1 | -31 | -15 | 0 | -11
O=C(Oc1cccc(-n2cnnn2)c1)c1ccccc1Cl | 4 | 7 | -3 | -14 | 2.4 | -23 | -2 | -2 | 9
O=C(O)CN1C(=O)SC(Nc2ccc(Cl)cc2)C1=O (stereo not given) | 5 | 20 | 1 | -11 | 0.9 | 5 | -10 | 1 | -3
CC(OC(=O)/C=C/c1ccccc1Cl)C(=O)NC1CCCCC1C (stereo not given) | 20 | 1 | 12 | 5 | -0.3 | -20 | -3 | 1 | 9
Cc1cccc(C)c1NC(=S)Nc1c(C)n(C)n(-c2ccccc2)c1=O | 9 | 7 | -7 | 4 | 0.4 | -8 | -9 | 2 | -5
O=C(Nc1ccc2c(c1)OCO2)C1CC(c2ccccc2Cl)=NO1 (stereo not given) | 5 | 3 | -2 | 3 | 1.2 | 13 | -4 | 6 | -4
CCOC(=O)N1CCC(NC(=O)c2cc(C(=O)Nc3cccc(OC)c3)ccc2CO)CC1 | 2 | 1 | -4 | -2 | 0.0 | 6 | -4 | 2 | 4
O=C1NC[C@H](Cc2ccccc2)N(C[C@@H]2CCCN2C[C@H](Cc2ccc(O)cc2)N2C[C@H](Cc3ccc(O)cc3)N(CC3CCCCC3)C(=O)C2=O)C1=O | / | 5 | / | -22 | 0.1 | -14 | / | 1 | /
C=C(C1=CCN(S(=O)C(C)(C)C)[C@@H]1CCO)c1ccccc1 (stereo not given in full) | 5 | 16 | -3 | -13 | 0.2 | -14 | -9 | 1 | /
NC(CC(=O)O)c1cccc(OCc2ccccc2)c1 (stereo not given) | 4 | -5 | 0 | -19 | 0.7 | -12 | -7 | 4 | -10
CCOC(=O)C1CCN(S(=O)(=O)c2ccc3c(c2)CC(=O)N3)CC1 | 5 | 24 | -4 | -17 | 0.9 | 18 | -12 | 0 | -2
Clc1ccc(C2=NN=C3COc4ccccc4N3C2)cc1 | 7 | 25 | -7 | -5 | 3.1 | 15 | -10 | 4 | -11
Cc1cc(C(=O)Nc2ccc(N3CCCCC3)cc2)no1 | 3 | 0 | -2 | -11 | 1.8 | -12 | -11 | 2 | -10
Cc1nc2ccccc2nc1OCC(=O)Nc1cc(C(F)(F)F)ccc1N1CCOCC1 | -9 | -1 | -2 | 12 | 1.7 | -14 | -13 | 3 | -28
CC(C)c1ccc(/C=N/NC(=O)C2CCCC2)cc1 | 2 | -2 | -4 | 1 | 1.0 | -12 | 1 | 1 | -11
c1ccc2sc(Nc3nc4cc5c(cc4s3)OCO5)nc2c1 | 11 | 32 | -4 | -8 | 1.4 | 13 | -9 | 4 | -12
CCCC(=O)NC(NC(=S)Nc1ccc(S(N)(=O)=O)cc1)C(Cl)(Cl)Cl (stereo not given) | 3 | 20 | -6 | -14 | 0.3 | -13 | -6 | 0 | -6
NC(=O)c1ccc(NC(=O)C2CCCO2)cc1 (stereo not given) | 2 | 8 | -3 | -3 | -0.2 | 6 | -18 | 8 | -1
CC(C)C(CO)N1CCN(Cc2ccccc2)CCC1=O (stereo not given) | 3 | 4 | -6 | -3 | 0.1 | 23 | 3 | 0 | -7

3 entries picked at random from the list so far:
SMILES | CHRM1 PAM | M1 PAM parental | CHRM1 agonist | CHO-K1 Ca antag | CHO-K1 Ca ag | TAAR1 antag | CHRM1 antagonist | TAAR1 ag | CHO parental Ca
CC(C)c1ccc(/C=N/NC(=O)C2CCCC2)cc1 | 2 | -2 | -4 | 1 | 1.0 | -12 | 1 | 1 | -11
Clc1ccc(C2=NN=C3COc4ccccc4N3C2)cc1 | 7 | 25 | -7 | -5 | 3.1 | 15 | -10 | 4 | -11
NC(CC(=O)O)c1cccc(OCc2ccccc2)c1 (stereo not given) | 4 | -5 | 0 | -19 | 0.7 | -12 | -7 | 4 | -10

Remaining list, next part:
SMILES | CHRM1 PAM | M1 PAM parental | CHRM1 agonist | CHO-K1 Ca antag | CHO-K1 Ca ag | TAAR1 antag | CHRM1 antagonist | TAAR1 ag | CHO parental Ca
CSc1c(-c2ccccc2)nc2ccc(Cl)cc2c1C(=O)O | 9 | 5 | 0 | 0 | 0.4 | -5 | -4 | 7 | -1
Cc1noc2ncnc(Oc3ccc(Cl)cc3Cl)c12 | 2 | -10 | -6 | 8 | -0.1 | 10 | 2 | 3 | -15
CCCCn1c(SCc2ncc(-c3ccccc3)o2)nc2cc(S(N)(=O)=O)ccc21 | -6 | 3 | -1 | 16 | 2.0 | 63* | 21 | 7 | 37*
COc1ccccc1C(=O)NCC(=O)OCC(=O)N1CC(C)OC(C)C1 (stereo not given) | 5 | 0 | -2 | -14 | 0.9 | 4 | -4 | -1 | /
CCN(CC)S(=O)(=O)c1ccc(NC(=O)c2cccs2)cc1 | 13 | 12 | -7 | 0 | 1.9 | 0 | -11 | 5 | 0
O=C(Cc1ccc(Cl)cc1)Nc1ccc(C(=O)N2CCOCC2)cc1 | 7 | 13 | 3 | -5 | 1.0 | 1 | -3 | 4 | -3
O=C(Cn1cc2c(n1)CCCC2)NCc1ccccn1 | 6 | -7 | -2 | -1 | 0.0 | -28 | -14 | 1 | -6
O=C(O)CC(CC(=O)O)c1ccsc1 | 6 | 21 | -5 | -17 | 1.0 | 0 | -10 | 1 | -8
O=C(COc1coc(CN2CCc3ccccc3C2)cc1=O)Nc1ccc([N+](=O)[O-])cc1 | 0 | -3 | -4 | 8 | 4.2 | -7 | -1 | 3 | -1
Cc1ccc(NCc2nc(SCC(=O)Nc3ccccc3)n[nH]2)cc1 | -3 | -18 | -3 | 17 | -0.3 | 11 | 7 | 2 | -13
COc1cc(C(=O)N2CCCCC2c2cc(C(=O)NCc3cccnc3)no2)cc(OC)c1C (stereo not given) | 0 | 16 | -3 | -7 | 3.6 | 2 | -8 | 6 | /
CN(C)CCCN(C(=O)c1ccc(S(=O)(=O)N2CCCc3ccccc32)cc1)c1nc2ccc(F)cc2s1 | 4 | 1 | 1 | 8 | 13 | 40 | -3 | 58* | 2
O=S(=O)(NNC(=S)NCC1CCCO1)c1cc(Cl)ccc1Cl (stereo not given) | -3 | 9 | -2 | -6 | 1.1 | -9 | 16 | 1 | 6
OCCNc1nc(Nc2ccc(Cl)c(Cl)c2)nc2ccccc12 | 0 | 24 | -4 | -7 | 2.8 | 9 | -7 | 31 | -1
O=C1CC2(CCCC2)CC(=O)N1c1ccccc1 | 17 | -2 | -2 | -16 | -0.4 | -1 | -13 | 0 | 0
O=C1c2ccccc2C(=O)N1Cc1ccccc1F | 7 | 14 | -8 | -16 | 1.3 | -17 | -14 | 3 | -8
CCc1ccc[n+](-c2[nH]c(=O)sc2/C=N/NC([S-])=Nc2ccccc2)c1 | 0 | 20 | -1 | -6 | 5.2 | 18 | -2 | 11 | 12
O=C(NCC(=O)N1CCCC(C(F)(F)F)C1)c1ccc2ccccc2c1 (stereo not given) | 1 | 12 | -2 | -2 | 1.6 | -5 | 4 | 1 | 2
CC1=C(C#N)c2nc(N)c(C#N)c(C)c2/C1=C\c1ccc(OCC(=O)O)c(Cl)c1 | 6 | 14 | -2 | -10 | 0.6 | -26 | -13 | -2 | -4
O=C(NC1CCCCCC1)C1CCCN1S(=O)(=O)c1cccc2cccnc12 (stereo not given) | 0 | -5 | 0 | 1 | 0.7 | 10 | 0 | 8 | -14

Next part; the last two above are carried over.
SMILES | CHRM1 PAM | M1 PAM parental | CHRM1 agonist | CHO-K1 Ca antag | CHO-K1 Ca ag | TAAR1 antag | CHRM1 antagonist | TAAR1 ag | CHO parental Ca
CC1=C(C#N)c2nc(N)c(C#N)c(C)c2/C1=C\c1ccc(OCC(=O)O)c(Cl)c1 | 6 | 14 | -2 | -10 | 0.6 | -26 | -13 | -2 | -4
O=C(NC1CCCCCC1)C1CCCN1S(=O)(=O)c1cccc2cccnc12 (stereo not given) | 0 | -5 | 0 | 1 | 0.7 | 10 | 0 | 8 | -14
Cc1cc(/C=C2\SC(=O)N(C)C2=O)c(C)n1-c1cccc(C(=O)O)c1 | -1 | -4 | 0 | -2 | -0.1 | -15 | 11 | 1 | -7
O=C(NCc1ccccc1)c1ccc(NC(=O)C2CC2)cc1 | 0 | 0 | -3 | -4 | 0.8 | -19 | 1 | 6 | /
Cc1csc(NC(=O)CCC(=O)N(CC(=O)NC2CCCC2)Cc2ccco2)n1 | 7 | -5 | -4 | -2 | 0.9 | 4 | -22 | 2 | -17
COc1ccc(CC(=O)N/N=C(\C)c2ccccn2)cc1 | 5 | 8 | -7 | -1 | 1.1 | / | -7 | / | -11
O=C(O)c1ccc(CNS(=O)(=O)c2ccc(Oc3ccccc3Cl)cc2)cc1 | 8 | -6 | 1 | -1 | 0.2 | -3 | -13 | 3 | 0
O=C(COc1coc(CN2CCN(c3ccccc3F)CC2)cc1=O)NC1CCCCC1 | 9 | 9 | -1 | -15 | 1.2 | -16 | -14 | 3 | -25
O=C(Nc1ccc2c(c1)OCCO2)c1ccc(Cl)cc1Cl | 9 | 4 | -3 | 1 | 0.4 | -8 | -10 | 3 | -2
Cc1c(Cl)cccc1NC(=S)NC1CCCC1 | 2 | 0 | -7 | -2 | 3.0 | -6 | -11 | 0 | -2
O=C(CCN1C(=O)/C(=C/c2ccccc2F)SC1=S)NCCc1ccc(O)cc1 | -12 | 12 | 3 | 10 | 16* | 34 | 32* | 2 | -2
CCOC(=O)C1(CCOC)CCN(Cc2ccc(COC)o2)CC1 | 15 | 8 | -4 | 11 | -0.2 | -4 | -6 | 5 | 1

Arranged by the number under CHRM1 agonist (rising): some entries from above
Compound,CHRM1 PAM,CHRM1 agonist,TAAR1 antag,CHRM1 antagonist
Cc1c(Cl)cccc1NC(=S)NC1CCCC1,2,-7,-6,-11
CCOC(=O)C1(CCOC)CCN(Cc2ccc(COC)o2)CC1,15,-4,-4,-6
O=C(NCc1ccccc1)c1ccc(NC(=O)C2CC2)cc1,0,-3,-19,1
O=C(COc1coc(CN2CCN(c3ccccc3F)CC2)cc1=O)NC1CCCCC1,9,-1,-16,-14
Cc1cc(/C=C2\SC(=O)N(C)C2=O)c(C)n1-c1cccc(C(=O)O)c1,-1,0,-15,11
O=C(O)c1ccc(CNS(=O)(=O)c2ccc(Oc3ccccc3Cl)cc2)cc1,8,1,-3,-13
